All columns: NCI-60 one-dose screen, growth in % after 48 h at 10 µM unless noted; 100 = growth as untreated, 0 = no growth, -100 = all killed.
T-47D: T-47D breast cancer; actives 5% (n = 79,000); AID 1794792
MALME-3M: MALME-3M melanoma; actives 5.8% (n = 78,000); AID 1794766
BT-549: BT-549 breast cancer | actives 4.4% (n = 78,000) | AID 1794793
SK-MEL-2: SK-MEL-2 melanoma. actives 4.7% (n = 77,000). AID 1794763
LOX IMVI: LOX IMVI melanoma | actives 7.4% (n = 79,000) | AID 1794757
UACC-257: UACC-257 melanoma. actives 4.4% (n = 78,000). AID 1794764
UACC-62: UACC-62 melanoma; actives 5.4% (n = 81,000)
HS 578T: HS 578T breast cancer. actives 4.1% (n = 78,000)
* = called active by the depositor; nt = not tested or not shown; & = joins results of further samples; ! = a repeat was not active. The calls were made as follows: active = growth percent below 10; inactive = the rest.

SMILES	T-47D	MALME-3M	BT-549	SK-MEL-2	LOX IMVI	UACC-257	UACC-62	HS 578T
COc1ccc(C2=NNC(c3sc(Cl)nc3Cl)C2)cc1 (configuration not stated)	28	74	53	63	9.9*	94	96	114
CC12CCC3C(CCC4CC(O)CCC43C)C1CC(O)C2 (configuration not stated)	116	84	102	97	99	108	96	nt
COc1cc(/C=C/c2ccccc2)oc(=O)c1	97	110	83	125	95	119	100	119
Fc1ccccc1Nc1ccc2nnc(-c3ccncc3)n2n1	85	103	101	93	96	105	107	105
CN(C)c1cnccn1	76	127	73	85	84	95	99	nt
Cn1c(=O)[nH]c(=O)c2nc(CC(O)c3ccco3)c(=O)[nH]c21 (configuration not stated)	109	105	109	102	97	107	96	84
COc1ccc(N(c2nc(-c3ccc(Br)cc3)cs2)C(C)C)cc1	76	106	116	104	99	103	93	100
CC(=O)OC(C)c1ccccc1 (configuration not stated)	105	nt	110	106	103	89	96	107
COc1ccc(-c2cc(-c3cc(OC)ccc3OC)nc3sc(C(C)=O)c(N)c23)cc1	60	91	83	96	77	100	75	84
CCCC(=O)c1ccc2ccccc2c1O	86	91	102	87	107	103	97	99
CC1=C(C(=O)OCc2ccccc2)C(c2ccc3c(c2)OCO3)NC(=S)N1 (configuration not stated)	74	115	103	97	98	97	91	90
C=C(C)C(N)=O	78&92	98&106	95&103	98&114	93	107	100&101	105&96
COc1ccc(-c2nnc(SCC(=O)c3ccccc3)o2)cc1	86	104	75	96	93	89	88	103
O=C1CC2CC=CCN2C=C1N1CCCCC1=O (configuration not stated)	80	101	103	106	100	87	109	104
Cc1cc2c(cc1C)Nc1sc(NC(=O)CN3CCN(C)CC3)nc1C(=O)N2	94	109	109	nt	nt	109	105	106
COc1ccc(OC)c2c1CCC1(C2)NC(=O)NC1=O (configuration not stated)	109	97	114	118	100	nt	103	86
O=C(Cc1ccc(/C=C/C(=O)c2ncc[nH]2)cc1)Nc1ccc(F)cc1	19	97	22	79	2.8*	92	40	35
Nc1ccc(N2N=C(N3CCCC3)CC2=O)cc1	95	89	120	nt	93	92	104	106
COC(=O)c1nc2cc(-c3ccc(OC)cc3)cnc2n1C	98	99	99	113	102	100	104	98
Cn1c(=O)[nH]c2nc(SCC(=O)Nc3ccc(C(=O)/C=C/c4ccc(Cl)cc4)cc3)[nH]c2c1=O	nt	94	94	108	104	97	96	72
Oc1ccccc1C1N=NC2=C(CCCC2)N1O (configuration not stated)	92	104	97	nt	86	105	105	103
Cc1nc(N2CCOCC2)sc1S(N)(=O)=O	93	96	98	99	96	97	94	100
CCOC(=O)CC1CSC(N/N=C/c2ccc(O)cc2)=N1 (configuration not stated)	93	97	100	95	99	108	102	104
N#Cc1c(-c2ccc(Cl)cc2)nc(NN=Cc2cccc([N+](=O)[O-])c2)nc1N1CCOCC1	58	103	72	90	74	97	72	92
N/C(=N\c1nc2ccccc2s1)NC(=O)Nc1cccc2ccccc12	38	60	72	39	41	67	29	17
CCOc1ccc2nc(SCc3nc4n(n3)S(=O)(=O)c3ccccc3N4C)sc2c1	45	10	-11*	18	20	24	26	-59*
Nc1ncnc2c1ncn2CCOc1nc(Oc2ccccc2C(=O)O)cc(-c2ccco2)n1	105	113	109	141	101	104	102	107
COc1cc(OC)cc(C(=O)Nc2cccc(-c3cn(-c4ccc(S(N)(=O)=O)cc4)nn3)c2)c1	88	80	nt	93	69	101	80	70
Oc1ccccc1OCc1ccccc1	108	114	98	101	98	103	98	94
CCc1nnc(CNc2ccc(Cl)cc2)o1	94	96	96	91	91	103	94	102
O=C(NCCc1ccccn1)C(O)C(Cc1ccccc1)N(Cc1ccccc1)Cc1ccccc1 (configuration not stated)	64	97	101	89	84	89	58	85
O=C(CC1CCCCN1)C(F)(F)F (configuration not stated)	111	124	99	100	100	99	108	109
CN(C)c1ccc(NC(=O)Cc2ccc(/C=C/C(=O)c3ccccc3O)cc2)cc1	64	101	91	83	83	80	92	99
Cc1nc2ccccc2c(/C=C/c2ccccc2)c1C(=O)/C=C/c1ccc2c(c1)OCO2	30	93	69	78	53	73	51	69
O=C(O)C1CCC1	97	99	103	110	101	nt	113	98
COC1=C(OC)C(=O)C(OC)=C(OC)C1=O	94	101	101	118	91	107	102	97
OCc1cc(CN2CCC(N3CCOCC3)CC2)c(O)c2ncccc12	81	96	67	93	53	92	73	89
Cc1c(Cc2ccccc2)c(=O)oc2c(C)c(OCc3nnc(SC/C=C/c4ccccc4)o3)ccc12	89	105	107	93	95	88	85	100
Oc1ccc(/C=N\Nc2ccccn2)c(O)c1	34	nt	24	46	-6.3*	30	7.4*	66
Oc1ccccc1-c1cn2ccnc2c(-c2ccc(Cl)cc2)n1	70	78	nt	66	54	76	56	77
Cc1cccc(CSc2nc(N)nc3nc[nH]c23)n1	99	103	102	100	101	97	95	100
CCOC(=O)N1CCN(S(=O)(=O)c2oc(-c3ccc(Cl)cc3)nc2C#N)CC1	65	80	92	84	11	84	99	102
Cc1nc(C)c(C(=O)NNC(=O)C[n+]2ccccc2)cc1C(=O)NNC(=O)C[n+]1ccccc1	91	114	104	102	97	109	98	106
COC(=O)[C@H]1CCCN1C(=O)[C@@H]1CCCN1C(=O)CNC(=S)Nc1cc(C(F)(F)F)cc(C(F)(F)F)c1	88	124	90	96	89	98	100	104
C[C@@H]1C=C[C@@H]2C[C@H](CO)CC[C@H]2[C@@H]1C(=O)O	109	nt	94	112	97	108	98	107
Cc1cc(C(=O)NNCc2ccccc2)no1	94	103	57	97	94	132	92	278
CN(C)c1oc(/C=C/c2nc(C#N)c(N(C)C)o2)nc1C#N	100	105	112	108	104	111	104	119
O=C(NC(=S)Nc1ccccc1Cl)c1ccccc1	64	110	98	nt	102	109	101	95
COc1cc2nc(Cl)nc(Nc3cccc(C(=O)/C=C/c4ccc5c(c4)OCO5)c3)c2cc1OC	95	107	94	97	nt	111	96	106
COc1cccc(NC(=O)Nc2cccc(-c3ccc(=O)[nH]n3)c2)c1	84	112	95	105	99	91	98	89
O=S(=O)(NCCCNc1nccc(-c2[nH]c(-c3ccccc3)nc2-c2ccc(F)c(O)c2)n1)c1ccc(Br)cc1	77	29	83	53	52	54	26	92
O=c1c2cccc3c(N4CCOCC4)ccc(c32)c2nc3ccccc3n12	38	98	94	108	85	96	62	40
Cc1cc(SCc2ccccc2Cl)nc(N)n1	98	97	101	110	99	103	88	54
Cc1ccc(-c2nnc(CSc3nc(-c4ccc(F)cc4)c(C#N)c(=O)[nH]3)o2)cc1	97	101	105	nt	97	109	104	100
COC(CCN(Cc1ccccc1)Cc1ccccc1)N1CCCC1=O (configuration not stated)	95	116	98	121	97	93	95	103
O=C1CC(c2cccc(F)c2)c2c(n[nH]c2-c2ccc(Cl)cc2)N1 (configuration not stated)	56	99	92	110	97	nt	86	91
Nc1c(C(=O)Nc2ccccc2)sc2nc3c(cc12)CCCCC3	42	-5.3*	49	13	22	42	5.5*	14
CN1CC(c2ccc([N+](=O)[O-])cc2)C(C(=O)c2cccc(O)c2)C12C(=O)c1ccccc1C2=O (configuration not stated)	86	103	104	102	93	103	97	93
COc1cc(C2CC(c3ccc(S(=O)(=O)NCCNc4nc(Nc5ccc(F)cc5)nc(N(C)C)n4)cc3)=Nc3c(N)nc(N)nc3N2)cc(OC)c1OC (configuration not stated)	56	84	63	91	67	98	76	77
N#Cc1ccc[n+](CCBr)c1	71	101	104	99	93	93	103	nt
Next results:
SMILES	T-47D	MALME-3M	BT-549	SK-MEL-2	LOX IMVI	UACC-257	UACC-62	HS 578T
CCC(=O)C(=O)c1ccccc1	nt	95	119	102	96	99	100	101
COc1nc2ccc(OCc3ccccc3)cc2cc1-c1nc2c(cnn2-c2ccccc2)c(=O)[nH]1	94	110	106	103	97	104	95	116
Cc1ccn2c3c(c(C(=O)O)c2c1)C(=O)c1ccccc1C3=O	91	-63*	59	69	49	56	0.1*	44
COc1ccc(C(=S)N2CCN(c3ccc(Cl)cc3)CC2)cc1	88	125	95	98	104	96	84	105
C=CC(=O)Nc1ccc(C(=O)/C=C/c2ccc(N(C)C)cc2)c(O)c1	9.7*	3.2*	-46*	3.4*	-60*	0.6*	-25*	22
COc1ccc(-c2nnc(SCC(=O)Nc3ccc(C(=O)/C=C/c4ccccc4)cc3)n2-c2ccccc2)cc1OC	73	36	93	100	32	72	81	83
CC(C)(O)C1=CC2=CC[C@@H]3C(C)(C)C(=O)CC[C@@]3(C)[C@@H]2CC1	108	96	114	102	99	98	99	103
CCOC(=O)C(C#N)C(c1ccc2c(c1)OCO2)N(CCO)CCO (configuration not stated)	99	106	99	99	102	98	102	110
Cc1nn(-c2ccccc2)cc1C1Nc2cc(Cl)ccc2-c2ccnn21 (configuration not stated)	62	86	88	83	86	86	77	89
O=C(Nc1cccc(Cn2c(=O)[nH]c3ccc(Oc4ncccn4)cc3c2=O)c1)c1cccc(Cl)c1	21	80	44	72	71	44	52	74
N/C(=N\OC(=O)CSc1nc2ccccc2s1)c1ccccc1	99	98	97	99	96	102	92	104
CCC(CO)NC(Cc1ccccc1)c1ccc(OC)cc1 (configuration not stated)	50	88	58	65	92	98	101	113
CCOC(=O)Nc1ccc([N+](=O)[O-])cc1	96	106	95	99	106	95	119	110
CC(=O)OC1Oc2ccccc2-c2oc(=O)c(-c3ccc(F)cc3)cc21 (configuration not stated)	77	99	81	86	85	59	50	-27*
Cc1ccc2c(c1)Sc1c(ccc3ccccc13)N2	47	91	81	116	46	80	59	66
NC(=S)N=Nc1c(O)c2ccccc2c2ccccc12	68	61	50	89	1.8*	-61*	-85*	62
S=c1[nH]c(-c2ccccc2)cs1	85	101	113	123	101	103	92	99
CCOC(=O)C1=NN2C(O)C3(C)CC(C(=O)OCC)=NN3C(O)C2(C)C1 (configuration not stated)	71	98	103	105	98	96	105	102
C=C1CCC[C@]2(C)CCC[C@H](C)[C@@H](OC(C)=O)[C@@H]3OC(=O)C(=C)[C@@H]3C[C@H]1O2	76	98	48	nt	72	74	58	78
Cc1cc(Cl)ccc1Nc1nc(C(F)(F)F)ccc1C(=O)N/N=C/c1c(Cl)cccc1Cl	-13*	nt	-15*	-17*	10	13	-13*	-22*

Single records, from the list above. Screens in order: T-47D, MALME-3M, BT-549, SK-MEL-2, LOX IMVI, UACC-257, UACC-62, HS 578T
`O=C(Nc1cccc(Cn2c(=O)[nH]c3ccc(Oc4ncccn4)cc3c2=O)c1)c1cccc(Cl)c1` is listed with 21, 80, 44, 72, 71, 44, 52, 74
`NC(=S)N=Nc1c(O)c2ccccc2c2ccccc12` is listed with 68, 61, 50, 89, 1.8*, -61*, -85*, 62

Carrying on.
SMILES	T-47D	MALME-3M	BT-549	SK-MEL-2	LOX IMVI	UACC-257	UACC-62	HS 578T
CCc1nn2c(-c3ccc(OC)cc3)c(-c3cc(OC)c(OC)c(OC)c3)nc2s1	78	80	109	69	87	105	62	77
COc1ccc(C(=O)C[n+]2cc3ccccc3cc2C)cc1	85	83	99	104	89	nt	108	86
S=c1[nH]cc2cnccn12	110	114	120	114	107	126	117	123
Cc1c(Cl)cccc1NC(=O)CN1CCOCC1	96	93	97	94	97	108	103	92
Oc1c(Cl)cc(Cl)c(Cl)c1CNCCNCc1c(O)c(Cl)cc(Cl)c1Cl	20	13	nt	18	6.5*	4.6*	-13*	58
N#Cc1c(-c2ccc(Cl)cc2)nc2c(N=Nc3ccc(S(N)(=O)=O)cc3)c(N)nn2c1N	44	83	65	76	83	100	99	70
COc1cc(/C=C/C(=O)c2ccc(NC(=O)CSc3nnc(-c4cc(-c5ccccc5)nc5ccccc45)n3-c3ccccc3)cc2)cc(OC)c1OC	73	95	91	100	89	109	72	90
Cc1noc(NS(=O)(=O)c2ccc(NC(=S)/N=C/c3c(O)[nH]c(=O)[nH]c3=O)cc2)c1C	93	nt	101	93	98	80	99	95
COc1ccc(C2C3Cc4cc(OC)c(OC)cc4C3=NN2C(=O)Nc2c(C)cccc2C)cc1 (configuration not stated)	98	106	91	111	103	102	97	nt
COc1ccc2[nH]c(=O)cc(-n3ncc(/C(C)=N/Nc4ccc(S(N)(=O)=O)cc4)c3C)c2c1	88	89	100	109	99	103	95	96
O[C@H](c1cc(C(F)(F)F)nc2c(C(F)(F)F)cccc12)[C@@H]1CCCCN1	64&44	82&90	75&65	52&74	8.0*!	75&58	68&70	63&66
O=C(NCCc1ccccc1)c1c(-c2ccccc2)[n+](=O)c2ccc(Cl)cc2n1[O-]	57	120	96	93	91	nt	85	94
O=C(NN1C(=O)c2ccccc2C1=O)c1ccc(Nc2ncnc3c2cnn3-c2cccc(Br)c2)cc1	nt	103	103	119	96	112	99	115
CC(C)(C)c1ccc(C2=C/C(=C\c3ccccc3)C(=O)N2CCc2ccc(S(N)(=O)=O)cc2)cc1	93	99	121	109	97	98	87	90

An excerpt of these results, as labelled records.
> Oc1c(Cl)cc(Cl)c(Cl)c1CNCCNCc1c(O)c(Cl)cc(Cl)c1Cl
  T-47D = 20
  MALME-3M = 13
  BT-549 = nt
  SK-MEL-2 = 18
  LOX IMVI = 6.5*
  UACC-257 = 4.6*
  UACC-62 = -13*
  HS 578T = 58

> N#Cc1c(-c2ccc(Cl)cc2)nc2c(N=Nc3ccc(S(N)(=O)=O)cc3)c(N)nn2c1N
  T-47D = 44
  MALME-3M = 83
  BT-549 = 65
  SK-MEL-2 = 76
  LOX IMVI = 83
  UACC-257 = 100
  UACC-62 = 99
  HS 578T = 70

> COc1cc(/C=C/C(=O)c2ccc(NC(=O)CSc3nnc(-c4cc(-c5ccccc5)nc5ccccc45)n3-c3ccccc3)cc2)cc(OC)c1OC
  T-47D = 73
  MALME-3M = 95
  BT-549 = 91
  SK-MEL-2 = 100
  LOX IMVI = 89
  UACC-257 = 109
  UACC-62 = 72
  HS 578T = 90

> Cc1noc(NS(=O)(=O)c2ccc(NC(=S)/N=C/c3c(O)[nH]c(=O)[nH]c3=O)cc2)c1C
  T-47D = 93
  MALME-3M = nt
  BT-549 = 101
  SK-MEL-2 = 93
  LOX IMVI = 98
  UACC-257 = 80
  UACC-62 = 99
  HS 578T = 95

Compound activity as filed in PubChem.
